# MBNL1-CUG inh: inhibitors of human MBNL1 binding to CUG repeat RNA; Q9NR56; TR-FRET MBNL1-His/biotin-(CUG)12 binding, 665/545 ratio; Potency, µM (titrated, usually from 57.5 µM), for the others: at the highest dose activity change, negative = inhibition, hits mostly inhibitors; 0.036% of 280,000 active; AID 2675; active means well fitted inhibition curve with a large enough effect in the signal ratio, with a control signal flat, not every such curve was filed as active; inconclusive means small, poorly fitted or top-dose-only effect, or effect the other way, or a change in a side signal; inactive means no such curve, though single readings can be large or run the other way; the % refers to the signal ratio; further: potency means the concentration at half of the fitted maximal effect; on the % scale 0 is the no-effect control and ±100 the full control effect
#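 Ratiometric TR-FRET (665 over 545 nm, excitation 340 nm) tracks disruption of MBNL1-His/biotin-(CUG)12 complex after 60 min at room temperature, with compounds at 92 nM to 58 uM final.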
# KCNH2 WT inh: inhibitors of human wildtype KCNH2 potassium channel | Q12809 | U2OS, BacMam KCNH2, thallium flux FluxOr; active compounds read low | activity change, % at 1.84 µM | 0.37% of 340,000 active | AID 720551;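 active means maximum activity change below -70%; inconclusive means maximum activity change between -70% and -50%; inactive means maximum activity change above -50%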; further: on the % scale 0 is the no-effect control and ±100 the full control effect
# Target sequence (Q12809 whole entry, looked up): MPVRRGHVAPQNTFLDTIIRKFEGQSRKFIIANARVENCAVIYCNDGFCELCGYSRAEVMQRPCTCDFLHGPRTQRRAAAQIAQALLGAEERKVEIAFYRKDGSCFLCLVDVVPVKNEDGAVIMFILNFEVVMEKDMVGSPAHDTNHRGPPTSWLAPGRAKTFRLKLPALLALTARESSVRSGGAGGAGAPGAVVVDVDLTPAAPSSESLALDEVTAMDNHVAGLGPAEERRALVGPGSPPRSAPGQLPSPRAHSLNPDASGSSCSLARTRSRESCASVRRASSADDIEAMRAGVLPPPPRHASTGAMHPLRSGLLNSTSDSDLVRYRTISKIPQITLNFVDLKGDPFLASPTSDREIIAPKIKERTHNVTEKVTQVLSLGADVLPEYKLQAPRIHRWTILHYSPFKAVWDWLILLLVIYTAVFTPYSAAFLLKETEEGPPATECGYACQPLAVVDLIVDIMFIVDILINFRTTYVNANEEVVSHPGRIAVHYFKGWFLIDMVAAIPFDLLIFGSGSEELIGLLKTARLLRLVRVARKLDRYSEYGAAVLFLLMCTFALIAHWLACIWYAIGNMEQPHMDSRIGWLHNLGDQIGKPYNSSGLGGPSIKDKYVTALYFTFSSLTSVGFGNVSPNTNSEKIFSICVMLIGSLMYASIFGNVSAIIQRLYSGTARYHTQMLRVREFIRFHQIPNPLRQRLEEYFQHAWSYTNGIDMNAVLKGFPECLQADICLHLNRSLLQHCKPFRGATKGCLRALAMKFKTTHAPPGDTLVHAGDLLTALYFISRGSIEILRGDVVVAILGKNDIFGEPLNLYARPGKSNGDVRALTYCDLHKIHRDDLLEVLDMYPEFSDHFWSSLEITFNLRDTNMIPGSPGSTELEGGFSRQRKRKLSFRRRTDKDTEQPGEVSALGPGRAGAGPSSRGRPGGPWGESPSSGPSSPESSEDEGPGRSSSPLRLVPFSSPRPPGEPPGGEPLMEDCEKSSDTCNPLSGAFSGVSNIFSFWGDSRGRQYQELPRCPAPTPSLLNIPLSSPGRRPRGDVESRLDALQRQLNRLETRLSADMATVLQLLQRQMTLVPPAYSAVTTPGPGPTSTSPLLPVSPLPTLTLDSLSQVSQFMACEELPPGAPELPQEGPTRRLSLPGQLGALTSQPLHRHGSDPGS
#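 U2OS cells transduced with wild-type KCNH2 virus are loaded with FluxOr dye for 45 min, and thallium flux is measured in kinetic reads before and after stimulation buffer. Rate constants are normalized to DMSO controls.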
# a7 integrin act: integrin-mediated muscular dystrophy alleviation activation | alpha7betagal myoblasts, beta-gal FDG fluorescence, 48 h | Potency, µM (doses to about 38.3 µM), inactives show at the highest dose activation, hits mostly activators | 0.064% of 350,000 active | AID 624291;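 further: potency means the concentration at half of the fitted maximal effect; 100% = response of the positive control SU9516; nearly all actives have a fitted effect of over 60% in size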
#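 alpha7betagal+/- myoblasts (passage 13, 250/well) treated 48 h at 37C with compounds at 1:260 dilution of DMSO stock. Lysed, then beta-galactosidase activity read as FDG fluorescence (ex 480/em 540) after 30 min, with pre-read for autofluorescence.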
# Coupling enz: inhibits coupling enzyme system, counter-screen for aldolase hits; coupling enzyme system counterscreen, AmpLite Red fluorescence; activity change, negative = inhibition, % at 58.2 µM, hits read low; 0.67% of 290,000 active; in the data active means activity change below about -30%; further: on the % scale 0 is the no-effect control and ±100 the full control effect
#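 Compounds tested against the coupling enzymes alone at 57.5 uM final; readout was AmpLite Red fluorescence (525/598 nm) after 20 min at RT.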
# KCNH2 3.1 block: KCNH2 3.1 (human) potassium channel inhibition; U2OS KCNH2 3.1, thallium flux FluxOr; active compounds read low; activity change, % (tested at about 1.8 µM); 0.95% of 340,000 active;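 active means maximum activity change below -70%; inconclusive means maximum activity change from -70% to -50%; inactive means maximum activity change above -50%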;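 further: thallium influx rate constant from kinetic fluorescence after stimulation buffer; on the % scale 0 is the no-effect control and ±100 the full control effect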
#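 U2OS cells transduced with KCNH2 3.1 mutant virus (1.77 x 10^8 /mL, 4 h), plated overnight at 37 C, loaded 45 min with FluxOr dye plus Red40 quencher. Thallium flux rate constant from kinetic reads after stimulation buffer, normalised to controls.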
# CXXC DNA block: blocks binding of human MLL CXXC domain to DNA. AID 2662. MLL-CXXC / FITC-HOXA9 DNA fluorescence polarization. 0.037% of 290,000 active. Potency, µM (titrated, usually from 115 µM), without a hit: at the top dose activity change, negative = inhibition, most hits filed as inhibitors. Q03164; active means well fitted inhibition curve with a large enough effect in the polarisation, with a control signal flat, not every such curve was filed as active; inconclusive means small, poorly fitted or top-dose-only effect, or effect the other way, or a change in a side signal; inactive means no such curve, though single readings can be large or run the other way; the % refers to the polarisation; further: potency means the concentration at half of the fitted maximal effect
#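 Purified MLL-CXXC (added from a 7 uM solution) was preincubated 5 min at ambient with pinned compounds in 50 mM Tris-HCl pH 7.5, 50 mM NaCl, 1 mM DTT, 0.05% BSA. Fluorescein-labeled HOX-A9 DNA (50 nM solution) followed, 30 min, then polarization read.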
# S-ASM inh: inhibitors of human secretory acid sphingomyelinase; placental ASM, HMU-PC fluorogenic substrate, 60 min; Potency, µM (top dose mostly 57.5 µM), for inactives: at the highest dose activity change, negative = inhibition, usual class: inhibitors; AID 504937; 0.006% of 340,000 active; further: potency means the concentration at half of the fitted maximal effect
#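 HMU-PC0 cleavage (9 uM final) by human placental ASM, 60 min at 37 °C following 10 min compound exposure at RT; stopped at pH 10, fluorescence Ex 386/Em 447 nm.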
# AT treatment: potential ataxia-telangiectasia treatment; […] A-T fibroblasts, KAP-1 phosphorylation AlphaLISA; neocarzinostatin DNA damage 30 min before lysis; Potency, µM (series often up to 57.5 µM), without a hit: at the top dose activation, hits mostly activators; 0.19% of 320,000 active; AID 485349; further: potency means the concentration at half of the fitted maximal effect; % of control where 0% means no effect; nearly all actives have a fitted effect of over 45% in size
#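 ATM-like activity read as KAP-1 phosphorylation via AlphaLISA donor/acceptor antibody pairs after lysis and 6 hr at 25C. Cells were ATM-null patient fibroblasts ([…], hTERT), dosed 60 min, then exposed to the DSB inducer NCS for 30 min.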
# TRPV1 agonist: activates the human vanilloid receptor TRPV1; Q8NER1; TRPV1-expressing cells, Fluo-8 calcium influx, agonist mode; activation, % at 8.33 µM; 0.19% of 320,000 active; AID 540275; in the data active means activation above about 80%; inconclusive means between about 30% and that limit; further: 0% is about no effect
#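 Fluo-8 calcium influx in TRPV1-expressing cells, kinetic read (ex 480/em 520 nm). Compound added and read 3 min for agonist activity, followed by capsaicin at EC20 final and 2 min further read for enhancement.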
# GALK inh: galactokinase (human) inhibition | Potency, µM (top dose mostly 57.5 µM), for the others: at the top dose activity change, negative = inhibition, most hits filed as inhibitors | P51570 | 0.007% of 270,000 active | Purified GALK, Kinase-Glo residual ATP luminescence | AID 1868; further: potency means the concentration at half of the fitted maximal effect; on the % scale 0 is the no-effect control and ±100 the full control effect
#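 ATP-depletion format; final 35 uM ATP, 100 uM D-galactose, 5 nM enzyme; pH 8.0 HEPES/Mg2+ buffer; 60 min RT; luminescence read 10 min after detection reagent.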
# * = called active by the depositor; i = inactive; u = inconclusive; x = no result given; [ ] = remark or other dose. Unless noted, the call rests on the fitted dose curve; in most records, active means well fitted curve in the direction sought with a large enough effect; inconclusive means small, poorly fitted or top-dose-only effect, or another doubt; inactive means no such curve, though single readings can be large; an effect the other way counts as inactive or inconclusive.
SMILES,MBNL1-CUG inh,KCNH2 WT inh,a7 integrin act,Coupling enz,KCNH2 3.1 block,CXXC DNA block,S-ASM inh,AT treatment,TRPV1 agonist,GALK inh
COc1ccc(CCNC(=O)C2CCN(C(=O)c3ccc(Cl)cc3)CC2)cc1,2%,-5,26%,1,22,5%,1%,5%,3,0%
COc1ccccc1CNc1nc2nc(C)c(C)c(=O)n2[nH]1,u,-10,-7%,0,0,-4%,8%,x,-11,1%
O=C(O)c1ccc(COc2ccccc2/C=C2/NC(=O)N(c3cccc(Cl)c3)C2=O)cc1,u,4,9%,4,1,-22%,13%,-2%,-1,5%
CCCCn1c(N)c(N(CCOC)C(=O)c2cc(=O)[nH]c3ccccc23)c(=O)[nH]c1=O,x,-1,2%,x,-5,x,10%,2%,-1,x
CC(=O)c1sc(Nc2ccccn2)nc1C,81%[activator],6,-40%,1,21,-5%,1%,4%,-3,7%
Cc1ccc2nc(SCC(=O)NCc3ccccc3)nc(=O)n2c1,x,14,-5%,x,4,x,-1%,7%,3,x
COc1ccccc1N1CCN(C(=O)c2ccc(Cl)c(S(=O)(=O)N3CCOCC3)c2)CC1,-4%,8,-8%,x,2,-5%,x,2%,5,6%
COc1ccccc1NC(=O)C(C)N1C(=O)c2ccccc2C1=O (stereo not given),-3%,6,3%,3,3,-3%,-2%,-14%,-4,6%
O=C(NC12CC3CC(CC(C3)C1)C2)c1cc(F)c(F)c(F)c1F,5%,0,12%,0,6,-7%,-1%,-5%,22,0%
CC1(C)C(=O)C2(CCCCC2)C(=O)OC1c1cccs1 (stereo not given),2%,-3,2%,3,-7,-1%,-1%,3%,5,-2%
Cc1onc(-c2ccccc2)c1C(=O)N/N=C/c1c(F)cccc1Cl,u,7,-14%,x,x,12%,-4%,1%,3,2%
COC(=O)C1C(=O)C2=C(CC1C)NC(C)=C(C(=O)OC(C)C)C2c1ccc(C)o1 (stereo not given),9%,2,-1%,1,-14,3%,12%,-2%,2,-2%
Cc1cc(C=O)c(C)n1-c1ccc(N2CCCCC2)c([N+](=O)[O-])c1,u,-7,-27%,-1,-11,1%,-9%,3%,u,0%
O=C(Cc1cccs1)N[C@@H]1c2ccccc2CC[C@H]1OCc1ccccc1,x,-22,7%,x,5,x,1%,5%,x,x
CCOC(=O)N1CCN(CC(O)COc2ccc(OC)cc2C(C)(C)C)CC1 (stereo not given),x,-2,-16%,-1,8,10%,3%,4%,-5,-2%
CCn1c(Cc2c(C)[nH]c3ccccc23)nnc1SCC(=O)NCc1ccccc1,-6%,-11,-12%,1,3,5%,2%,6%,5,-1%
CCn1cc(Br)c(C(=O)Nc2sc3c(c2C(N)=O)CCCC3)n1,2%,11,14%,x,x,13%,5%,1%,2,-4%
O=C(CC(c1ccccc1)c1ccccc1)NCC1CCCO1 (stereo not given),17%,2,10%,5,-11,11%,-3%,-3%,4,-1%
CCOC(=O)Cc1csc(NC(=O)c2csc3c2CCCC3)n1,4%,-3,23%,-6,-28,0%,-2%,-3%,1,6%
N#Cc1nc(COc2ccc(Br)cc2)oc1N1CCCCCC1,-5%,-3,3%,1,-20,-8%,-13%,-2%,x,2%
CCc1ccc2c(c1)[C@H]1OCC[C@H]1[C@@H](c1cccs1)N2,-2%,12,-19%,1,-2,2%,-5%,-1%,u,2%
COc1cc2cc(NC(C)=O)cc(NCc3ccccc3)c2cc1OC,u,-10,1%,-22,-8,17%,-1%,-9%,3,-1%
COC(=O)COc1ccc(S(=O)(=O)Nc2ccccc2SC)cc1,0%,2,5%,8,-2,-4%,0%,4%,-1,0%
O=C(CCN1C(=O)C2C3C=CC(C3)C2C1=O)NC1CCCCC1 (stereo not given),1%,22,15%,0,-4,13%,2%,-2%,1,1%
O=C(/C(=C/c1ccccc1)c1ccccc1)N1CCCCC1,-10%,-15,12%,-1,6,-4%,2%,-13%,u,3%
O=C(NCc1nc(-c2ccc(Cl)cc2)no1)c1ccc2c(c1)OCO2,-1%,2,8%,-1,-5,5%,-5%,7%,21,1%
Cc1cnc(-c2nnc(N(C)C(=O)C3CCOC3)s2)cn1 (stereo not given),u,-23,-24%,-2,8,2%,0%,-3%,1,0%
CC(=O)c1ccc(NS(=O)(=O)c2cc3c(cc2C)N(C(C)=O)CCO3)cc1,1%,-8,u,0,-15,1%,-2%,-2%,0,1%
COc1ccc(C(=O)NCC(=O)N/N=C/c2ccc(C)o2)cc1OC,u,4,-22%,-3,32,5%,0%,2%,-4,3%
CN(Cc1ccccc1F)Cc1cc(=O)oc2cc(O)c(Cl)cc12,23%,1,41%,14,3,21%,i,14%,-4,6%

# Complete entries from above. Order of screens: MBNL1-CUG inh, KCNH2 WT inh, a7 integrin act, Coupling enz, KCNH2 3.1 block, CXXC DNA block, S-ASM inh, AT treatment, TRPV1 agonist, GALK inh
# O=C(/C(=C/c1ccccc1)c1ccccc1)N1CCCCC1 is listed as -10%, -15, 12%, -1, 6, -4%, 2%, -13%, u, 3%
# COc1cc2cc(NC(C)=O)cc(NCc3ccccc3)c2cc1OC is listed as u, -10, 1%, -22, -8, 17%, -1%, -9%, 3, -1%

# (next part)
SMILES,MBNL1-CUG inh,KCNH2 WT inh,a7 integrin act,Coupling enz,KCNH2 3.1 block,CXXC DNA block,S-ASM inh,AT treatment,TRPV1 agonist,GALK inh
O=C(C1=C[C@@H](c2ccccc2)C[C@@H](OCc2ccc(CO)cc2)O1)N1CCOCC1,-5%,-13,-6%,3,5,1%,4%,13%,u,0%
Cc1cccc(C2CC(c3ccccc3)Nc3ncnn32)c1 (stereo not given),-5%,0,-7%,1,-15,-7%,1%,5%,x,2%
CSCCC(NC(=O)/C(=C/c1ccco1)NC(=O)c1ccco1)C(=O)O (stereo not given),x,-2,-7%,x,-30,x,-3%,x,x,x
CN1C(c2ccc(F)cc2)=CS/C1=C(/C#N)c1nnc(N2CCOCC2)n1-c1ccccc1,x,3,27%,-2,0,-1%,-4%,-1%,-2,-1%
O=C(O)C1C2CCC(C2)C1C(=O)Nc1cccc([N+](=O)[O-])c1 (stereo not given),u,-2,-7%,2,-11,2%,4%,-11%,-3,2%
O=C1CN(C(=O)N[C@@H](Cc2ccccc2)C(=O)N[C@H](C(=O)O)c2ccccc2)c2ccccc2N1,-4%,-3,15%,1,31,-5%,1%,2%,0,2%
COC(=O)c1ccc(NC(=O)CSc2nc3ncccc3[nH]2)cc1,-8%,2,-8%,1,11,-8%,2%,0%,-1,-2%
Cc1cc(Cl)ccc1NNC(=O)c1snnc1C,-7%,-2,-4%,0,1,2%,-3%,-1%,-1,x
Cc1ccc(N(C(=O)CNC(=O)c2ccco2)C(C(=O)NC2CCCC2)c2cccnc2)cc1C (stereo not given),3%,-189*,-2%,0,3,6%,5%,4%,0,0%
CS(=O)(=O)N(CC(=O)NCc1ccccn1)Cc1ccc(Cl)cc1,3%,-5,2%,2,9,0%,-1%,2%,2,-1%
O=C(C(=O)N1CCN(c2ccccc2)CC1)c1cn(CC(=O)N2CCCCCC2)c2ccccc12,10%,-3,-43%,2,6,-20%,0%,-1%,2,-2%

# Part of the list above in order of count of non-hydrogen atoms, largest number first:
SMILES,MBNL1-CUG inh,KCNH2 WT inh,a7 integrin act,Coupling enz,KCNH2 3.1 block,CXXC DNA block,S-ASM inh,AT treatment,TRPV1 agonist,GALK inh
O=C1CN(C(=O)N[C@@H](Cc2ccccc2)C(=O)N[C@H](C(=O)O)c2ccccc2)c2ccccc2N1,-4%,-3,15%,1,31,-5%,1%,2%,0,2%
CN1C(c2ccc(F)cc2)=CS/C1=C(/C#N)c1nnc(N2CCOCC2)n1-c1ccccc1,x,3,27%,-2,0,-1%,-4%,-1%,-2,-1%
O=C(C1=C[C@@H](c2ccccc2)C[C@@H](OCc2ccc(CO)cc2)O1)N1CCOCC1,-5%,-13,-6%,3,5,1%,4%,13%,u,0%
CSCCC(NC(=O)/C(=C/c1ccco1)NC(=O)c1ccco1)C(=O)O (stereo not given),x,-2,-7%,x,-30,x,-3%,x,x,x
CN(Cc1ccccc1F)Cc1cc(=O)oc2cc(O)c(Cl)cc12,23%,1,41%,14,3,21%,i,14%,-4,6%
O=C(O)C1C2CCC(C2)C1C(=O)Nc1cccc([N+](=O)[O-])c1 (stereo not given),u,-2,-7%,2,-11,2%,4%,-11%,-3,2%
Cc1cc(Cl)ccc1NNC(=O)c1snnc1C,-7%,-2,-4%,0,1,2%,-3%,-1%,-1,x

# Compound activity as filed in PubChem BioAssay.
